Source: PubChem
14-3-3g Raf: modulators of human 14-3-3 gamma - Raf peptide interaction; hit rate 0.19% among 160,000; inhibition, % at 40 µM; FP, 14-3-3gamma / TMR-pS259-Raf peptide binding; in the data active = inhibition above about 30%;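 also: 0% = protein plus tracer without compound and 100% = blank with tracer alone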
Target sequence (P61981 whole entry, looked up): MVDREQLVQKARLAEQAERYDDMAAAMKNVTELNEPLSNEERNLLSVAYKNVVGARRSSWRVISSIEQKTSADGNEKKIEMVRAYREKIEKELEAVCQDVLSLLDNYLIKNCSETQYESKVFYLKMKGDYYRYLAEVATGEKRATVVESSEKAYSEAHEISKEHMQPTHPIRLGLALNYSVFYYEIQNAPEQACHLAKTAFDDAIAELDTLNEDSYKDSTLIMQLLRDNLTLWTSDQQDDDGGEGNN
Active calls of the source: *; & = joins results of further samples. This is a subset; count on the stated rates, not on these rows.

Preview:
SMILES	14-3-3g Raf
COc1ccc(C(=O)N2N=C(C3CCCCC3)CC2(O)C(F)(F)F)cc1OC (centres undefined)	4
NC(=O)CSc1nc2c(c(=O)n1-c1ccc(Br)cc1)SCC2	-1
CN1CC=C2C(C#N)=C(N)C(C#N)(C#N)C(CCc3ccccc3)C2C1 (centres undefined)	-11
CCn1c(C(C#N)/C(=N\S(=O)(=O)c2cccs2)c2ccccc2)nc2ccccc21 (centres undefined)	1
COc1ccc(S(=O)(=O)Nc2ccc(O)c(Br)c2)cc1	-1
CC1(C)CC(=O)C=C(NCc2cccnc2)C1	0
O=C(O)c1ccc2c(c1)C(c1ccccc1)OC2=O (centres undefined)	-3
Cc1cccc(Oc2ccc([N+](=O)[O-])cc2)c1	-3
CC(Oc1ccccc1)C(=O)NC1CC(C)(C)NC(C)(C)C1 (centres undefined)	0
O=C(c1ccc2c(=O)n(CCC3=CCCCC3)c(=S)[nH]c2c1)N1CCN(c2ccc(F)cc2)CC1	2
Cc1cc(N2CCOCC2)nc2ccc(N3C(=O)CCC3=O)cc12	2
O=c1oc(-c2cccs2)nc2sc3c(c12)CCC3	1
O=C(C1CCN(S(=O)(=O)N2CCCCC2)CC1)N1CCCCCC1	-5
O=C(O)C1CSC(c2cc(Br)ccc2O)N1 (centres undefined)	-8
Nc1nonc1-c1nc2ccccc2s1	-20
COC(=O)C1=C(C)Nc2ncnn2C1c1ccccn1 (centres undefined)	-2
O=C1c2ccccc2C(=O)C1(CBr)c1ccccc1	3

The listing (from the top)
SMILES	14-3-3g Raf
COc1ccc(C(=O)N2N=C(C3CCCCC3)CC2(O)C(F)(F)F)cc1OC (centres undefined)	4
NC(=O)CSc1nc2c(c(=O)n1-c1ccc(Br)cc1)SCC2	-1
CN1CC=C2C(C#N)=C(N)C(C#N)(C#N)C(CCc3ccccc3)C2C1 (centres undefined)	-11
CCn1c(C(C#N)/C(=N\S(=O)(=O)c2cccs2)c2ccccc2)nc2ccccc21 (centres undefined)	1
COc1ccc(S(=O)(=O)Nc2ccc(O)c(Br)c2)cc1	-1
CC1(C)CC(=O)C=C(NCc2cccnc2)C1	0
O=C(O)c1ccc2c(c1)C(c1ccccc1)OC2=O (centres undefined)	-3
Cc1cccc(Oc2ccc([N+](=O)[O-])cc2)c1	-3
CC(Oc1ccccc1)C(=O)NC1CC(C)(C)NC(C)(C)C1 (centres undefined)	0
O=C(c1ccc2c(=O)n(CCC3=CCCCC3)c(=S)[nH]c2c1)N1CCN(c2ccc(F)cc2)CC1	2
Cc1cc(N2CCOCC2)nc2ccc(N3C(=O)CCC3=O)cc12	2
O=c1oc(-c2cccs2)nc2sc3c(c12)CCC3	1
O=C(C1CCN(S(=O)(=O)N2CCCCC2)CC1)N1CCCCCC1	-5
O=C(O)C1CSC(c2cc(Br)ccc2O)N1 (centres undefined)	-8
Nc1nonc1-c1nc2ccccc2s1	-20
COC(=O)C1=C(C)Nc2ncnn2C1c1ccccn1 (centres undefined)	-2
O=C1c2ccccc2C(=O)C1(CBr)c1ccccc1	3
COc1cc(C2CC(=O)C3=C(C2)Nc2ccccc2NC3c2ccccc2[N+](=O)[O-])cc(OC)c1OC (centres undefined)	-7
COc1ccc(C(=O)Nc2ccc(S(=O)(=O)Nc3nccc(C)n3)cc2)cc1	3
COc1ccc(C2OC(=O)C(O)=C2C(C)=O)cc1OC (centres undefined)	-5
CCOc1ccc(C(=O)Nc2cc3nn(-c4ccc(Cl)cc4)nc3cc2C)cc1[N+](=O)[O-]	5
Cc1ccc(NC(=O)c2cccc(C(=O)Nc3ccc(C)c(Cl)c3)c2)cc1Cl	0
COc1ccccc1-c1cc(C(=O)N2CCCC2)no1	2
Cc1cccc(-n2c(CSc3nc4ccccc4n3C)nc3ccccc3c2=O)c1C	-1
CCOc1ccc(NC(=O)CCCC2=NS(=O)(=O)c3ccccc3N2)cc1	-37

(cont.)
SMILES	14-3-3g Raf
CCOC(=O)c1c(NC(=O)CSc2nnc(C)s2)sc2c1CCN(C)C2	-22
CC(C)c1ccc(OCC(=O)Nc2cccc(-c3nc4ccccc4o3)c2)cc1	-11
CCCS(=O)(=O)c1c(S(=O)(=O)CCC)c2c(N)cccn2c1C(=O)OC	-1
O=C(Nc1cccc2nsnc12)c1ccccc1Cl	-56
COCCNC(=O)c1cc(S(=O)(=O)N2CCOCC2)ccc1Sc1ccc(Br)cc1	-6
O=C(Nc1ccccc1)NC1(C(=O)N2CCN(c3ncccn3)CC2)CCCCC1	-8
O=C(Nc1cccc(O)c1)c1nn2c(C(F)(F)F)cc(-c3ccco3)nc2c1Br	-9
COc1ccc2cc(CN(Cc3cccnc3)S(=O)(=O)c3ccccc3)c(=O)[nH]c2c1	1
COc1ccc(C(=S)N2CCOCC2)cc1OCc1ccccc1	-5
COC(=O)C1=C(C)NC2=C(C(=O)CCC2)C1c1ccc(C)cc1 (centres undefined)	0
O=S1(=O)N=C(N2CCOCC2)c2ccccc21	-1
Clc1ccc(C2CC(c3cccc(Br)c3)Nc3nnnn32)cc1 (centres undefined)	-4
C=CCNC(=O)NC(=S)c1ccccc1	0
COc1cccc(NC(=O)c2oc3ccccc3c2NC(=O)c2ccc3c(c2)OCO3)c1	-5
COc1ccc(-c2cc(C(F)(F)F)nc(-n3cc([N+](=O)[O-])nc3C)n2)cc1	-8
Cn1c(=O)c2[nH]c(CNCc3ccccc3Cl)nc2n(C)c1=O	-7
CCOC(=O)C1=C(C(C)=O)C(c2cccnc2)C(C#N)=C(N)O1 (centres undefined)	32*
COCCCNS(=O)(=O)c1ccc(OC)c(Cl)c1Cl	-2
CCOC(=O)c1cnc2c(C(F)(F)F)cccc2c1Nc1ccc(N2CCCCC2)cc1	-62
Cn1c(=O)n(C)c2cc(N=Cc3cccc([N+](=O)[O-])c3)ccc21	-8
O=C(Nc1ncc([N+](=O)[O-])s1)c1ccc2c(c1)C(=O)N(CC1CCCO1)C2=O (centres undefined)	-13
CCCOc1cccc(C(=O)N(Cc2ccco2)C2CCS(=O)(=O)C2)c1 (centres undefined)	-14
COCCn1c(=S)[nH]c2cc(C(=O)N3CCc4ccccc4C3)ccc2c1=O	-15
O=C(CCS(=O)(=O)c1cc(Br)cc2c1N(C(=O)C1CC1)CC2)N1CCN(c2ccc(F)cc2)CC1	-1
C=COCCNC(=O)Nc1ccc(Cl)c(Cl)c1	-3

Ordered by value in 14-3-3g Raf (largest number first): some entries from above
SMILES	14-3-3g Raf
COC(=O)C1=C(C)NC2=C(C(=O)CCC2)C1c1ccc(C)cc1 (centres undefined)	0
CC(C)c1ccc(OCC(=O)Nc2cccc(-c3nc4ccccc4o3)c2)cc1	-11
O=C(Nc1ncc([N+](=O)[O-])s1)c1ccc2c(c1)C(=O)N(CC1CCCO1)C2=O (centres undefined)	-13

New compounds follow
SMILES	14-3-3g Raf
O=C(COc1ccccc1[N+](=O)[O-])N1CCc2ccccc21	-3
Cc1onc(-c2ccccc2Cl)c1-c1nc(-c2ccc(Br)cc2)no1	5
COc1ccc(CNC(=O)CC2N=C3c4ccccc4N=C(SCc4ccc(F)cc4)N3C2=O)cc1 (centres undefined)	0
CCOC(=O)N1CCN(C(=O)CCN2C(=O)COc3ccc(C)cc32)CC1	-8
CSc1ccc(C2C(C(=O)OC3CCCCC3)=C(C)Nc3nc4ccccc4n32)cc1 (centres undefined)	2
COc1ccc(NC(=O)C2CCN(S(=O)(=O)c3ccc(F)cc3)CC2)cc1	-8
CC(CC(=O)O)CC(=O)Nc1ccc(C(=O)O)cc1 (centres undefined)	-2
Cn1c(CN2CCCCC2)c(C#N)c2ccccc21	5
CCCn1c(NC(=O)C2CCN(S(=O)(=O)c3cccs3)CC2)nc2ccccc21	-13
CCNc1nc(NC(C)C)nc(OCCNS(=O)(=O)c2cc(C)ccc2C)n1	-2
CCc1ccc(CNC(=O)C2CCN(S(=O)(=O)N3CCCC3)CC2)cc1	4
C=C1C2(C(=O)NCc3ccco3)CCC(C2)C1(C)C (centres undefined)	-7
COc1ccc(NC(=O)NCc2cccnc2)cc1OC	1
COc1ccccc1NC(=O)CSc1nnc(Cn2c(=O)sc3ccccc32)n1C	5
Cn1nnnc1Sc1ncnc2scc(-c3ccccc3)c12	-16
O=C(Cn1ccc2ccccc2c1=O)NCCC(=O)N1CCN(c2cccc(C(F)(F)F)c2)CC1	-7&-3
Oc1cccc(Nc2ncnc3ccccc23)c1	-15
CC(C)(C)c1ccc(C(=O)NCc2n[nH]c(=S)n2-c2cccc(C(F)(F)F)c2)cc1	5
O=C(NCc1ccco1)c1ccc2c(c1)N(Cc1cccc(Cl)c1)C(=O)c1ccccc1S2	-50
CCc1ccc(OCC(O)CN2CCN(c3ccc(OC)cc3)CC2)cc1 (centres undefined)	3
COc1cccc(C(=O)NC2(C(F)(F)F)N=C3SCCN3C2=O)c1 (centres undefined)	9
Cc1cc(C)nc(-n2nc(C)cc2NC(=O)c2cc3ccccc3oc2=O)n1	-6
COc1cc(-c2nc3sc4c(c3c(=O)o2)CCCC4)cc(OC)c1OC	-5
O=C(CN1CCN(C2c3ccccc3-c3ccccc32)CC1)Nc1ccc(OCc2ccccc2)cc1	-6
C=CCSc1nnc2n(-c3ccc(C)cc3)c(=O)c3c4c(sc3n12)CCC4	-16

(list continues)
SMILES	14-3-3g Raf
COc1ccc(CN2CCCC(C(=O)N3CCc4ccccc4C3)C2)cc1OC (centres undefined)	2
CCCCn1c(SCC(=O)OCC)nc2c1c(=O)[nH]c(=O)n2C	0
COc1cc(NC(=O)c2cc3nc(-c4ccc(C)cc4)cc(C(F)(F)F)n3n2)cc(OC)c1OC	-8
Cc1cc(C(=O)CSc2nnc(-c3ccccc3)n2-c2ccccc2)c(C)n1-c1ncn[nH]1	-1
Cc1nn(C)c(C)c1S(=O)(=O)Nc1ccc(Cl)cc1	11
CCCC12CN3CC(C)(CN(C1)C3c1cccc(C)c1)C2=O (centres undefined)	-3
CCc1ccc(-n2c(=S)sc3c(=O)[nH]c(SCC(=O)O)nc32)cc1	-6
O=C(CSCC(=O)c1ccccc1)Nc1ccc2ccccc2c1	-10
CSCCC(NC(=O)CCN1C(=O)c2ccccc2C1=O)C(=O)O (centres undefined)	-7
COc1cc(Cl)cc(C=Nc2ccc(O)c(-c3nc4ccccc4o3)c2)c1O	-36
Nc1c(C(=O)Nc2ccccc2Br)sc2nc3c(cc12)CCCC3	0
COc1cc(C2CC(c3ccc(Cl)cc3)Nc3ncnn32)cc(OC)c1OC (centres undefined)	-2
O=C(CN(Cc1ccccc1)C(=O)CCC(=O)Nc1ccccn1)NCc1ccco1	-2
COc1cc2c(C(=O)N(C)c3cccc(Cl)c3)cn(C)c(=O)c2cc1OC	-1
Cc1ccc(-c2nc(S(=O)(=O)c3ccc(Br)cc3)c(SCC(N)=O)o2)cc1	-5
Cc1ccc(-c2nc3ccccn3c2Nc2ccc3c(c2)OCCO3)cc1	1
Cc1ccc(CN2C(=O)CCC2C(=O)NCc2ccco2)cc1 (centres undefined)	4&-12
O=C(COC(=O)c1cc2ccccc2o1)c1ccccc1	4
Cc1cccc(N2CCN(C(=O)C3CCCN(S(=O)(=O)c4c(C)noc4C)C3)CC2)c1C (centres undefined)	-1
CCOC(=O)c1c(NC(=O)CSc2nnc(Cc3csc(N)n3)n2C)sc(C)c1C	6
O=C1CC(c2ccc([N+](=O)[O-])cc2)c2cc3c(cc2N1)CCC3 (centres undefined)	-1
COc1ccc2c(c1)c(=O)oc1cc3oc(C)c(-c4ccccc4)c3cc12	-8
COc1cc(-c2onc3ccc(Br)cc23)cc(OC)c1OC	-5
CCOCCCNC(=O)Cn1nc(-c2ccc(Cl)cc2)ccc1=O	-5
Cc1cc(=O)[nH]c(SCc2cn3cccnc3n2)n1	-7

Additional records
SMILES	14-3-3g Raf
CCCn1c(C)cc(=O)c2cc(NC(=O)c3cnccn3)ccc21	-3&-6
O=C(Oc1nsnc1N1CCOCC1)N1CCCCC1	-10
CC1(C(=O)NC2CCCCC2)CCC(=O)N1Cc1cccnc1 (centres undefined)	0&-2
COCc1nnc(NC(=O)CCC2CCCCC2)s1	-4
CSc1ccccc1NC(=O)c1nn2c(c1Br)NC(c1cccs1)CC2C(F)(F)F (centres undefined)	-6
Cc1ccc(S(=O)(=O)NCCc2ccncc2)cc1	-5
COc1ccc(C(C(=O)NC2CCCCC2)N(CC2CCCO2)C(=O)CNC(=O)c2ccco2)cc1 (centres undefined)	-5
CC1CC(C)CN(S(=O)(=O)c2ccc(C(=O)Nc3nc(-c4ccc(I)cc4)cs3)cc2)C1 (centres undefined)	1
CCCCn1c(SCc2cc(=O)oc3cc(O)ccc23)nc2ccsc2c1=O	2
CC1Cc2ccccc2N1C(=O)CSc1nnc2sc3ccccc3n12 (centres undefined)	0
CCCc1cc2c(=O)c(-c3ccc4c(c3)OCCCO4)c(C)oc2cc1OC(C)=O	0
COc1ccc(OC)c(NC(=O)c2ccc(Cl)cc2[N+](=O)[O-])c1	0
Cc1sc2ncn(CC(=O)NCC(=O)NCc3ccccn3)c(=O)c2c1C	-8
COc1cc2[nH]c(=S)nc(NCc3cccs3)c2cc1OC	-9
COc1cccc(CC2CC(=O)N(c3ccc4c(C)cc(=O)oc4c3)C2=O)c1 (centres undefined)	-6
CC1CCCC(NC(=O)C2CCCN(S(=O)(=O)c3cnc[nH]3)C2)C1C (centres undefined)	-1
COc1ccc(S(=O)(=O)NC(CC(=O)NCc2ccccc2OC)c2ccco2)cc1 (centres undefined)	1
COc1ccccc1C(=O)Nc1cccc([N+](=O)[O-])c1	-5
COc1ccc(NC(=O)COc2ccc(C)c(C)c2)c(OC)c1	-14
CCOC(=O)c1sc2ncn(CC(=O)Nc3cc(Cl)ccc3C)c(=O)c2c1C	-2
COCCSc1nnc(NC(=O)C2CCCO2)s1 (centres undefined)	0
Cc1c(C#N)c2ccccc2n1CC(=O)NCc1cccnc1	-10
O=C1C=C(NCc2ccc(Cl)cc2)CC(c2ccco2)C1 (centres undefined)	-5
CSc1nnc(-c2ccccc2Cl)o1	4
O=C(Oc1cccnc1)c1cccnc1	-9

Other entries:
SMILES	14-3-3g Raf
COc1ccc2c(c1)nc1n2CN(CC2CCCO2)CN1Cc1ccccc1 (centres undefined)	4
O=C(NCCN1CCc2ccccc2C1)c1cc(-c2cccs2)nc2ccccc12	-6
Cc1cc(N)ccc1NC(=O)c1ccc(N)cc1	-1
CNC(=O)c1ccc(OCc2ccccc2)c(OC)c1	-5
Cc1cc(NC2=NS(=O)(=O)c3cc([N+](=O)[O-])ccc32)c([N+](=O)[O-])cc1C	2
CN1CC2=Cc3ccccc3OC23Oc2ccccc2C=C3C1	-12
